MCL1-BIM inh: inhibitors of MCL1 binding to BIM-BH3, primary screen, biochemical, fluorescence polarization; Induced myeloid leukemia cell differentiation protein Mcl-1 (Homo sapiens), Q07820; 0.68% of 320,000 active; GST-MCL1 / FITC-Bim-BH3 fluorescence polarization; AID 2057, 2009; inhibition, % at 10.9 µM;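 active means inhibition above the mean inhibition of all tested compounds plus 3 SD, set per campaign, cut at about 40% in these data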;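 further: 0% = DMSO wells and 100% = unlabeled Bim-BH3 peptide control; higher means more loss of mP so more displacement of Bim peptide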
Target sequence (Q07820 whole entry, looked up): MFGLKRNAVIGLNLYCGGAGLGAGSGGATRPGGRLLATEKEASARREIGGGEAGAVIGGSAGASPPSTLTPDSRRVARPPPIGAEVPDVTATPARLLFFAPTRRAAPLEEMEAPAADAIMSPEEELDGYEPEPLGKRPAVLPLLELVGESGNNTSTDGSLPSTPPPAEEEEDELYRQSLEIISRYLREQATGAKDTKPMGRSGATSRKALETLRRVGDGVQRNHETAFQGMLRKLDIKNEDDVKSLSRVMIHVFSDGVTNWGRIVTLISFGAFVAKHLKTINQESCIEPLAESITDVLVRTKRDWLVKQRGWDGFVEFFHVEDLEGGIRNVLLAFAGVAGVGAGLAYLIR
CIT2-GFP yeast: modulators of CIT2-GFP expression in yeast, primary screen, S. cerevisiae, GFP fusion, multiplex flow cytometry, MLPCN library. 0.065% of 320,000 active. S. cerevisiae CIT2-GFP strain, 3 h; 100 means same as DMSO wells. GFP response vs DMSO, % at 10 µM. AID 2029, 2009;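 active means GFP response relative to DMSO above a set limit, near the screen mean plus 3 SD, cut at about 150% in these data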;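 further: ratio of well median GFP fluorescence to mean of DMSO wells on the plate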
Fam108B counter: mouse Fam108B serine hydrolase inhibitors, primary screen, counter-screen for RBBP9 inhibitor project, biochemical, fluorescence polarization; recombinant Fam108B, FP-Rh probe fluorescence polarization; inhibition, % at 9.51 µM; 0.33% of 300,000 active; AID 1947, 2009;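 active means inhibition above the screen mean inhibition plus 3 SD, computed separately per campaign, cut at about 18% in these data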;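 further: inhibitors lower polarization as less probe binds the enzyme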
GRK2 aptamer HTS: compounds blocking aptamer binding on GRK2 – biochemical, human GRK2, bead flow cytometry, HTS, primary screen; inhibition of aptamer binding, % at 10 µM; AID 488847, 2010; Beta-adrenergic receptor kinase 1 (Homo sapiens), P25098; FAM-aptamer displacement from GRK2; 0.59% of 330,000 active;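 active means inhibition of aptamer binding above 40%, roughly 3 SD of noise, on plates passing a quality check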;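 further: median bead fluorescence of bound FAM aptamer so fluorescent compounds give negative values; no value below 0 was filed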
VLA-4 inh: inhibition in human VLA-4 binding assay, primary screen, VLA-4 allosteric modulator project, MLPCN library, flow cytometry, VLA-4 expressing cells; AID 2557, 2010; inhibition, % (about 7 µM as worked out from the volumes in the protocol); ligand binding flow cytometry; 0.2% of 330,000 active; in the data active means inhibition above about 50%
MEX-5 binding: MEX-5 zinc finger RNA-binding disruptors – biochemical, C. elegans, fluorescence polarization, MLPCN library, primary screen | 0.38% of 300,000 active | Zinc finger protein mex-5 (Caenorhabditis elegans), Q9XUB2 | AID 1832, 2009 | MEX-5/FITC-TCR2 RNA binding; stronger effect = lower value | activity score (negative = inhibition of binding), % at 10 µM;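 active means inhibition past about -25% in most replicates, and total fluorescence under double the plate's negative control median, limit read from the data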;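 further: 0% = DMSO and -100% = 5 µM competing unlabeled TCR2 RNA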
Target sequence (Q9XUB2 whole entry, looked up): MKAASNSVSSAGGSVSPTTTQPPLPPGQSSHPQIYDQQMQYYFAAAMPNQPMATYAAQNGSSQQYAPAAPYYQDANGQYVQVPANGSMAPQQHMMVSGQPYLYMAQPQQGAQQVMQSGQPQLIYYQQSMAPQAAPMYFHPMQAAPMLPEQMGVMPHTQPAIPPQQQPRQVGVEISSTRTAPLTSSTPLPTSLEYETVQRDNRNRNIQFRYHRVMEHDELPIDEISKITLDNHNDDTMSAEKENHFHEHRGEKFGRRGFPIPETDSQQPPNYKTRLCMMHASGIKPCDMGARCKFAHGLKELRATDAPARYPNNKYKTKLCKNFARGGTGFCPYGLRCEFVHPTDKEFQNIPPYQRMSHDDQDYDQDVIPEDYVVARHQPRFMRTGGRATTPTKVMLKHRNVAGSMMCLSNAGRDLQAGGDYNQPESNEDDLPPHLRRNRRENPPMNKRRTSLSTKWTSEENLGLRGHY
AGP1 TOR yeast: modulators of AGP1-GFP expression in yeast TOR pathway, primary screen, cell-based, multiplex flow cytometry, S. cerevisiae, MLPCN library; 3 h; GFP as percent of DMSO wells; GFP response vs DMSO, % at 10 µM; 0.02% of 320,000 active;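 active means GFP response relative to DMSO above a set limit, near screen average plus 3 SD, cut at about 150% in these data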;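 further: median GFP channel fluorescence of the gated AGP1 strain per well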
GLD-1 TGE inh: GLD-1/TGE RNA complex disruptors, primary screen, biochemical, fluorescence polarization | Female germline-specific tumor suppressor gld-1 (Caenorhabditis elegans), Q17339 | purified GLD-1 + fluorescein TGE RNA | inhibition, % at 5.96 µM | 0.44% of 320,000 active | AID 2280, 2010;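 active means percent inhibition above a per-plate cutoff, the plate mean of test compounds plus 3 SD, cut at about 30% in these data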;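 further: 0% = DMSO wells with GLD-1 and probe and 100% = wells lacking GLD-1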
BCLXL inh: inhibitors of human Bcl-xL, primary screen, biochemical, fluorescence polarization, HTS; Bcl-2-like protein 1 (Homo sapiens), Q07817; GST-Bcl-xL / FITC-Bim BH3 peptide fluorescence polarization; inhibition, % at 10.9 µM; 0.7% of 320,000 active;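 active means inhibition above the mean of all tested compounds plus 3 SD, cutoff set per campaign, cut at about 30% in these data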;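 further: 0% = DMSO wells and 100% = unlabeled Bim-BH3 peptide competitor; inhibitors lower millipolarization by displacing the labeled peptide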
Target sequence (Q07817 whole entry, looked up): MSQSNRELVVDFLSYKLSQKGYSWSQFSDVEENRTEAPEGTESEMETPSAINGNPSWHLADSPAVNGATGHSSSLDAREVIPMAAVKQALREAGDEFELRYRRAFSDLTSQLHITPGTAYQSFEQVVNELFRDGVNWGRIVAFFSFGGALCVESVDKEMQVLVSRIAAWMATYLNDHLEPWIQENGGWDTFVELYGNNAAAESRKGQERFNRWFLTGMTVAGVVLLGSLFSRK
The depositor's hits bear a star. This is a random part of the collection, and some 2.2% of all compounds hit somewhere here.

Screening COc1ccccc1-c1nnc(NC(=O)C(C)Sc2nncn2C)s1 (centres undefined) returned MCL1-BIM inh 10, CIT2-GFP yeast 99, Fam108B counter -2, GRK2 aptamer HTS 0, VLA-4 inh -7, MEX-5 binding 0.3, AGP1 TOR yeast 101, GLD-1 TGE inh 3 and BCLXL inh 6.
`COc1ccc(C)cc1-n1c(SCC(=O)NC2CC2)nc2ccccc2c1=O` gave MCL1-BIM inh 9, CIT2-GFP yeast 102, GRK2 aptamer HTS 2, VLA-4 inh -12, AGP1 TOR yeast 98, GLD-1 TGE inh 4 and BCLXL inh 3.
C[C@@H]1CC[C@@]2(O[C@H](CCO)C[C@H](O)[C@H]2O)O1 was read as MCL1-BIM inh -2, Fam108B counter 0, MEX-5 binding -0.1, GLD-1 TGE inh 14 and BCLXL inh 7.
For Cc1nc(C)c(C(=O)OCC(=O)Nc2ccccc2SCC#N)s1 the results were MCL1-BIM inh -37, CIT2-GFP yeast 97, GRK2 aptamer HTS 1, VLA-4 inh -227, AGP1 TOR yeast 100, GLD-1 TGE inh -35 and BCLXL inh -14.
Screening COc1ccccc1-c1nnc(SCC(=O)O)n1C returned MCL1-BIM inh 7, CIT2-GFP yeast 96, Fam108B counter -4, GRK2 aptamer HTS 1, VLA-4 inh 12, MEX-5 binding -0.5, AGP1 TOR yeast 103, GLD-1 TGE inh -1 and BCLXL inh 5.
For c1ccc(C(CN2CCOCC2)c2ccccc2)cc1 the results were MCL1-BIM inh 1, CIT2-GFP yeast 95, Fam108B counter 0, GRK2 aptamer HTS 1, VLA-4 inh -5, MEX-5 binding 0.8, AGP1 TOR yeast 100, GLD-1 TGE inh -1 and BCLXL inh 2.
`Cc1ccc(NCc2nnc(SCC(N)=O)n2CC2CCCO2)c(C)c1` (centres undefined) gave MCL1-BIM inh 2, CIT2-GFP yeast 93, Fam108B counter 0, GRK2 aptamer HTS 0, VLA-4 inh 2, MEX-5 binding 3.0, GLD-1 TGE inh 0 and BCLXL inh 4.
`COC(=O)c1ccc(NC(=O)CN2CCN(S(=O)(=O)c3ccc(Br)cc3)CC2)cc1` gave MCL1-BIM inh 7, CIT2-GFP yeast 106, Fam108B counter -1, GRK2 aptamer HTS 0, VLA-4 inh 12, MEX-5 binding 1.5, AGP1 TOR yeast 101, GLD-1 TGE inh 7 and BCLXL inh 7.
For O=C(CCN1CCN(C/C=C/c2ccccc2)CC1)Nc1ccccc1 the results were MCL1-BIM inh 1, CIT2-GFP yeast 84, Fam108B counter 2, GRK2 aptamer HTS 0, VLA-4 inh 5, MEX-5 binding -2.8, AGP1 TOR yeast 92, GLD-1 TGE inh 6 and BCLXL inh -3.
Screening COc1ccc(C(=O)COC(=O)CCN2C(=O)C3C4C=CC(C5CC45)C3C2=O)cc1 (centres undefined) returned MCL1-BIM inh -6, CIT2-GFP yeast 99, Fam108B counter -1, GRK2 aptamer HTS 0, VLA-4 inh -4, MEX-5 binding 1.7, AGP1 TOR yeast 88, GLD-1 TGE inh 6 and BCLXL inh 5.
Screening CCOc1ccc(NC(=O)N2CC(C)OC(C)C2)cc1 (centres undefined) returned CIT2-GFP yeast 98, GRK2 aptamer HTS 5, VLA-4 inh 10, MEX-5 binding -0.4 and AGP1 TOR yeast 106.
Screening NC(=O)C1CCN(C(=O)c2ccc(C(F)(F)F)cc2)CC1 returned MCL1-BIM inh -4, CIT2-GFP yeast 98, Fam108B counter 1, GRK2 aptamer HTS 0, VLA-4 inh 23, MEX-5 binding -1.4, AGP1 TOR yeast 96, GLD-1 TGE inh 2 and BCLXL inh 1.
For Clc1ccc(Cn2ncc3c(NCc4cccnc4)ncnc32)cc1 the results were MCL1-BIM inh 0, CIT2-GFP yeast 106, Fam108B counter 2, GRK2 aptamer HTS 2, VLA-4 inh -5, MEX-5 binding -0.7, AGP1 TOR yeast 110, GLD-1 TGE inh 5 and BCLXL inh 1.
CCC(=O)Nc1cccc(NC(=O)CSc2nnc(C3CC3)n2C)c1 was read as MCL1-BIM inh 0, CIT2-GFP yeast 96, Fam108B counter -1, GRK2 aptamer HTS 0, VLA-4 inh -5, MEX-5 binding -2.7, AGP1 TOR yeast 102, GLD-1 TGE inh -5 and BCLXL inh 1.
`COc1ccc(NS(=O)(=O)c2cc(C(=O)NNC(=O)c3ccncc3)ccc2OC)c(OC)c1` gave CIT2-GFP yeast 103, GRK2 aptamer HTS 0, VLA-4 inh -1, AGP1 TOR yeast 97 and GLD-1 TGE inh -2.
`CN1CCN(C(=O)N2CCNC2=O)CC1` gave MCL1-BIM inh 2, CIT2-GFP yeast 90, Fam108B counter 2, GRK2 aptamer HTS 3, VLA-4 inh 0, MEX-5 binding -4.0, AGP1 TOR yeast 102, GLD-1 TGE inh -2 and BCLXL inh -3.
For Cn1nnnc1SCc1ccc(CSc2nnnn2C)cc1 the results were MCL1-BIM inh -38, CIT2-GFP yeast 97, Fam108B counter 0, GRK2 aptamer HTS 2, VLA-4 inh 8, MEX-5 binding -3.7, AGP1 TOR yeast 92, GLD-1 TGE inh -54 and BCLXL inh -37.
`CCOc1ccccc1N1CCN(C(=S)Nc2ccc(S(N)(=O)=O)cc2)CC1` gave MCL1-BIM inh 2, CIT2-GFP yeast 104, Fam108B counter 4, GRK2 aptamer HTS 0, VLA-4 inh -5, MEX-5 binding 1.2, AGP1 TOR yeast 105, GLD-1 TGE inh -2 and BCLXL inh 3.
`CCc1ccc(CC(=S)N2CCOCC2)cc1` gave MCL1-BIM inh 18, CIT2-GFP yeast 105, Fam108B counter 5, GRK2 aptamer HTS 0, VLA-4 inh -1, MEX-5 binding 0.3, AGP1 TOR yeast 102, GLD-1 TGE inh -1 and BCLXL inh 10.
COc1ccccc1/C=C1\SC(=O)N(CCC(=O)N(C)C2CCS(=O)(=O)C2)C1=O (centres undefined) was read as MCL1-BIM inh 6, CIT2-GFP yeast 106, Fam108B counter -3, GRK2 aptamer HTS 0, VLA-4 inh 16, MEX-5 binding -1.7, AGP1 TOR yeast 102, GLD-1 TGE inh 3 and BCLXL inh -2.
For CCN(C(=O)c1ccc(=O)[nH]c1)c1c(N)n(Cc2ccccc2)c(=O)[nH]c1=O the results were MCL1-BIM inh -8, CIT2-GFP yeast 97, GRK2 aptamer HTS 0, VLA-4 inh -6, AGP1 TOR yeast 106, GLD-1 TGE inh 5 and BCLXL inh -5.
Cc1ccc2nc(-c3ccc(NC(=O)CSc4nc(N)cc(=O)[nH]4)cc3)sc2c1 was read as MCL1-BIM inh -14, CIT2-GFP yeast 103, Fam108B counter -26, GRK2 aptamer HTS 0, VLA-4 inh 2, MEX-5 binding -2.7, AGP1 TOR yeast 111, GLD-1 TGE inh -4 and BCLXL inh -9.
Screening COc1cccc(-c2c(C#N)c(N)nc3c2c(C)nn3-c2ccccc2)c1O returned MCL1-BIM inh -10, CIT2-GFP yeast 89, Fam108B counter 0, GRK2 aptamer HTS 0, VLA-4 inh 3, MEX-5 binding -6.2, AGP1 TOR yeast 88, GLD-1 TGE inh 2 and BCLXL inh -2.
Screening Cc1ccc(OCC(=O)N(C)C2CCCCC2)c([N+](=O)[O-])n1 returned CIT2-GFP yeast 102, GRK2 aptamer HTS 0, VLA-4 inh 6, AGP1 TOR yeast 103 and GLD-1 TGE inh 6.
For CO/N=C/NC(=O)c1c(OC)ccnc1Oc1ccccc1 the results were MCL1-BIM inh -3, CIT2-GFP yeast 101, Fam108B counter -5, GRK2 aptamer HTS 0, VLA-4 inh 11, MEX-5 binding -3.4, AGP1 TOR yeast 102, GLD-1 TGE inh -1 and BCLXL inh -3.
For COc1ccc(-c2noc3c2-c2nc(-c4ccc(Cl)cc4)sc2CC3)cc1 the results were MCL1-BIM inh -1, CIT2-GFP yeast 65, Fam108B counter 0, GRK2 aptamer HTS 1, VLA-4 inh -2, MEX-5 binding 0.3, AGP1 TOR yeast 78, GLD-1 TGE inh 3 and BCLXL inh 0.
CCOc1cc(/C=C(\C#N)C(=O)Nc2cccc(C(=O)O)c2)ccc1OCc1ccccc1Cl was read as MCL1-BIM inh -5, CIT2-GFP yeast 97, Fam108B counter -16, GRK2 aptamer HTS 0, VLA-4 inh 0, MEX-5 binding -0.2, AGP1 TOR yeast 92, GLD-1 TGE inh -1 and BCLXL inh 0.
`CC1CC(C)CN(CCCNC(=O)CN2C(=O)CSc3ccc(S(=O)(=O)N4CCOCC4)cc32)C1` (centres undefined) gave MCL1-BIM inh 2, CIT2-GFP yeast 108, Fam108B counter -8, GRK2 aptamer HTS 3, VLA-4 inh 11, MEX-5 binding 1.1, AGP1 TOR yeast 111, GLD-1 TGE inh 4 and BCLXL inh -1.
O=C(OCC(=O)N1CCCC1)c1ccc(OC(F)(F)F)cc1 was read as MCL1-BIM inh 4, CIT2-GFP yeast 103, Fam108B counter 5, GRK2 aptamer HTS 1, VLA-4 inh -3, MEX-5 binding 1.8, AGP1 TOR yeast 100, GLD-1 TGE inh 1 and BCLXL inh 5.
`COc1cc2cc[n+](Cc3ccc([N+](=O)[O-])cc3)cc2cc1OC` gave MCL1-BIM inh 2, CIT2-GFP yeast 97, Fam108B counter -1, GRK2 aptamer HTS 2, VLA-4 inh 10, MEX-5 binding -0.9, AGP1 TOR yeast 93, GLD-1 TGE inh -7 and BCLXL inh 5.
`O=C(O)Cc1ccc(NC(=O)Nc2ccc(Br)cc2)cc1` gave MCL1-BIM inh -7, CIT2-GFP yeast 102, Fam108B counter 4, GRK2 aptamer HTS 2, VLA-4 inh 6, MEX-5 binding -0.4, AGP1 TOR yeast 98, GLD-1 TGE inh -8 and BCLXL inh 4.
Screening COc1cc(C#N)ccc1OC(=O)c1cccc(S(=O)(=O)N2CCN(C)CC2)c1 returned MCL1-BIM inh -8, CIT2-GFP yeast 100, Fam108B counter 2, GRK2 aptamer HTS 5, VLA-4 inh -5, MEX-5 binding -0.2, AGP1 TOR yeast 101, GLD-1 TGE inh -2 and BCLXL inh -4.

In the list so far, 3 contain a COOH group.
Screening COc1ccccc1-c1nnc(SCC(=O)O)n1C returned MCL1-BIM inh 7, CIT2-GFP yeast 96, Fam108B counter -4, GRK2 aptamer HTS 1, VLA-4 inh 12, MEX-5 binding -0.5, AGP1 TOR yeast 103, GLD-1 TGE inh -1 and BCLXL inh 5.
CCOc1cc(/C=C(\C#N)C(=O)Nc2cccc(C(=O)O)c2)ccc1OCc1ccccc1Cl was read as MCL1-BIM inh -5, CIT2-GFP yeast 97, Fam108B counter -16, GRK2 aptamer HTS 0, VLA-4 inh 0, MEX-5 binding -0.2, AGP1 TOR yeast 92, GLD-1 TGE inh -1 and BCLXL inh 0.
`O=C(O)Cc1ccc(NC(=O)Nc2ccc(Br)cc2)cc1` gave MCL1-BIM inh -7, CIT2-GFP yeast 102, Fam108B counter 4, GRK2 aptamer HTS 2, VLA-4 inh 6, MEX-5 binding -0.4, AGP1 TOR yeast 98, GLD-1 TGE inh -8 and BCLXL inh 4.
